# A350 autofl: qHTS Assay for Spectroscopic Profiling in A350 Spectral Region | 11% of 59,000 active | Compound autofluorescence, 340/450 nm, Alexa 350 dye-equivalents; hits give high values | max dye-equivalent concentration, M | AID 590, 2007; in the data active = max dye-equivalent concentration above about 10 nM; inconclusive = mostly about 1.1 nM to 9.6 nM
# Ub-GFP proteasome: Ubiquitin-GFP Assay; Ubiquitin-GFP reporter cells, proteasome inhibition, GFP fluorescence; response scale: untreated = 0%, 10 µM MG-132 = 100%; Potency, µM (series often up to 45.9 µM), for the others: top-dose activation (GFP accumulation), actives largely listed as activators; 67,000 tested, under 10 active; active = well fitted activation curve with a large enough effect, not every such curve was filed as active; inconclusive = small, poorly fitted or top-dose-only effect, or another doubt; inactive = no such curve, though single readings can be large or run the other way; also: potency is read from the fitted curve at half-maximal effect
#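 Reporter cells (U2OS, ubiquitin-G76V-GFP fusion) are plated overnight, then treated 4 hr at 37 °C with compound titrations from 46 uM down to 2.9 nM. Activity is scaled against untreated cells and 10 uM MG-132.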
# Fluorescein autfl: qHTS Assay for Spectroscopic Profiling in Fluorescein Spectral Region; Compound autofluorescence, 480/540 nm, fluorescein-equivalent; hits give high values; max fluorescein-equivalent concentration, M; 0.91% of 59,000 active; in the data active = max fluorescein-equivalent concentration above about 10 nM; inconclusive = between about 1.1 nM and that limit
#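 Spectral profiling of library compounds in the fluorescein window (480 nm excitation, 540 nm emission) after 15 min at room temperature in pH 8.0 Tris (100 mM). Values are dye-equivalent concentrations.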
# ERK AVP block: qHTS Assay for Inhibitors of the ERK Signaling Pathway using a Homogeneous Screening Assay. HEK293-V1b, vasopressin-stimulated pERK AlphaScreen. 0.99% of 72,000 active. Potency, µM (doses to about 57.5 µM), inactives show top-dose activity, negative = inhibition, usual class: inhibitors; also: potency is read from the fitted curve at half-maximal effect; % is scaled to controls: 0 for no effect and ±100 for the full control effect; nearly all actives have a fitted effect of over 55% in size
#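 Phosphorylated ERK1/2 detected via AlphaScreen bead proximity in lysates of V1b-expressing HEK293 cells given 25 nM vasopressin for 5 min after 30 min compound exposure (37 °C). AC50 from Hill equation; basal DMSO 0%, vasopressin 100%.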
# Texas Red fluor: qHTS Assay for Spectroscopic Profiling in Texas Red Spectral Region; Compound fluorescence, Texas Red channel, 547/618 nm; hits give high values; max dye-equivalent concentration, M; 0.06% of 59,000 active; AID 587, 2007; in the data active = max dye-equivalent concentration above about 10 nM; inconclusive = between about 1.1 nM and that limit
#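 Texas Red-region profiling: compounds in 100 mM Tris pH 8.0 were read at 547/618 nm after 15 min at room temperature. Intensities were normalized against a six-point Texas Red standard series to give dye-equivalent concentration.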
# 4MU fluor: qHTS Assay for Spectroscopic Profiling in 4-MU Spectral Region; compound autofluorescence, 340/450 nm, 4-MU equivalents; hits give high values; max dye-equivalent concentration, M; 11% of 59,000 active; in the data active = max dye-equivalent concentration above about 10 nM; inconclusive = mostly about 1.1 nM to 9.6 nM
#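 Compounds in 100 mM Tris, pH 8.0, sat 15 min at room temperature before fluorescence was read at 340 nm excitation/450 nm emission; a per-plate six-point 4-MU standard curve converted signals to dye-equivalent concentration at each compound concentration.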
# Epigenetic mod: qHTS Assay for Epigenetic Modulators; Potency, µM (highest dose often 46.1 µM), for inactives: at the top dose GFP derepression (activation); 0.09% of 68,000 active; mouse C127i GFP locus derepression, cytometry, 30 h; AID 597, 2007; also: % of control where 0% means no effect
#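 Read-out is the number of GFP-positive cells, scored as fluorescent objects 20 to 120 um wide, reflecting derepression of a silenced CMV-GFP reporter in murine C127i cells after 30 h compound exposure at 37 C.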
# CRE-bla Fsk: Cell signaling CRE-BLA (Fsk stim); CHO CRE-bla reporter (cAMP response element driving beta-lactamase), forskolin EC10, beta-lactamase ratio; Potency, µM (highest dose often 38.2 µM), without a hit: at the top dose activity change, negative = inhibition, most hits filed as activators; 2.5% of 71,000 active; active = well fitted activation curve with a large enough effect in the signal ratio, with a control signal flat, not every such curve was filed as active; inconclusive = small, poorly fitted or top-dose-only effect, or effect the other way, or a change in a side signal; the % refers to the signal ratio; also: potency is read from the fitted curve at half-maximal effect; % of control where 0% means no effect
#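 qHTS titration format; CRE-bla CHO reporter; stimulus EC10 NKH 477, a water-soluble forskolin. Read: CCF4 460/530 nm ratio. Potency expressed as AC50 for activators or inhibitors.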
# HBB splice mod: qHTS Assay for Modulators of Hemoglobin Beta Chain Splicing; HBB splicing reporter cell assay, activation; EGFP reporter with mutant IVS2-654 intron; response scale: normalised to 500 nM splice-correcting PNA; 0.06% of 65,000 active; Potency, µM (series often up to 46.1 µM), inactives show top-dose activation, usual class: activators; also: potency is read from the fitted curve at half-maximal effect; 0% is about no effect
#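 Compounds were applied for 2 days to HeLa EGFP-654 cells, 500/well in Optimem with 2% FCS. The reporter's EGFP is disrupted by mis-splicing of beta-globin intron IVS2-654. Readout: summed well GFP fluorescence from 488 nm laser scanning; reference was 500 nM antisense […] 654 PNA.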
# Hsp90 Hop PPI: qHTS Assay for Disrupters of an Hsp90 Co-Chaperone Interaction; Potency, µM (doses to about 57 µM), inactives show at the highest dose activity change, negative = inhibition; Hsp90 C-terminal peptide / TPR2A (Hop) interaction, human; AlphaScreen TPR2A-His6 binding biotin-Hsp90 C-terminal peptide; 0.44% of 71,000 active; AID 595, 2007; active = well fitted curve in either direction with a large enough effect; inconclusive = small, poorly fitted or top-dose-only effect, or another doubt; also: potency is read from the fitted curve at half-maximal effect; % is scaled to controls: 0 for no effect and ±100 for the full control effect; many of its hits are not listed in these tables
# Luciferase inh: qHTS Assay for Inhibitors of Firefly Luciferase; Potency, µM (series often up to 57.1 µM), without a hit: at the top dose activity change, negative = inhibition, most hits filed as inhibitors; Luciferin 4-monooxygenase (Photinus pyralis), P08659; purified firefly luciferase, luminescence, 8 min; 2.2% of 72,000 active; also: potency is read from the fitted curve at half-maximal effect; % is scaled to controls: 0 for no effect and ±100 for the full control effect; nearly all actives have a fitted effect of over 40% in size
# Target sequence (P08659 whole entry, looked up): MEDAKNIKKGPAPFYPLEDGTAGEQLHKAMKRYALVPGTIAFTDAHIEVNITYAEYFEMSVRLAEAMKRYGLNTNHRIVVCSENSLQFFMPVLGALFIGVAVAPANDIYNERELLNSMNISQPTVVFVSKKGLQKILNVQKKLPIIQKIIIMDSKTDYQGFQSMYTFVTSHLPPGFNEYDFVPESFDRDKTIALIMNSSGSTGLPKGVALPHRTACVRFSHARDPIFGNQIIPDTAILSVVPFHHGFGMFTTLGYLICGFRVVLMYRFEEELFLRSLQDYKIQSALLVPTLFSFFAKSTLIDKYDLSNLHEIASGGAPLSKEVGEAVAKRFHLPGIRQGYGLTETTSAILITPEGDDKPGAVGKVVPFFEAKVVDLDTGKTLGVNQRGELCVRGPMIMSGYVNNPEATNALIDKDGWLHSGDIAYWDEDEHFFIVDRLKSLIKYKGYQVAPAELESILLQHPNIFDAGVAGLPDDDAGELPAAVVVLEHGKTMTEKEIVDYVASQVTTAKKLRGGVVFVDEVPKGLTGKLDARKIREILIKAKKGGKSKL
#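 qHTS concentration-response profiling: light output of P. pyralis luciferase with luciferin and 10 uM ATP, imidazole buffer pH 7.2. Read by luminescence after 8-min room-temperature incubation.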
# The depositor's hits bear a star; i = inactive; ? = inconclusive; / = not tested or not shown; [ ] = remark or other dose. Unless noted, calls follow the shape of the dose curve; as a rule, active = well fitted curve in the direction sought with a large enough effect; inconclusive = small, poorly fitted or top-dose-only effect, or another doubt; inactive = no such curve, though single readings can be large; an effect the other way counts as inactive or inconclusive. This is a subset (hit frequency here may not be typical).
SMILES,A350 autofl,Ub-GFP proteasome,Fluorescein autfl,ERK AVP block,Texas Red fluor,4MU fluor,Epigenetic mod,CRE-bla Fsk,HBB splice mod,Hsp90 Hop PPI,Luciferase inh
CCOC(=O)CN1C(=O)C(O)(C2CCc3ccccc3C2=O)c2ccccc21 (stereo unspecified),i,-6.1%,i,-12.1%,?,i,-1.6%,-9.9%,-1.3%,-2.2%,1.8%
CSCC[C@H](NC(=O)OC(C)(C)C)c1nnc(SCC(=O)N(C)C)o1,i,/,i,2.9%,?,i,-4.6%,-0.6%,4.5%[0.369 µM],-5.2%,3.5%
CC(=O)c1cccc(NC(=O)NC2CCCCC2)c1,/,-3.1%,/,-1.9%,/,/,2.5%,-13.7%,-0.3%,?,-16.5%
Cc1ccc(-n2c(SCc3ccc(C#N)cc3)nnc2-c2ccccn2)cc1,i,0.9%,?,4.7%,i,i,0.0%,-10.8%,-5.4%[57.5 µM],?,0.3%
COc1cc(-c2cc(C(=O)O)c3c(OC)c(OC)c(OC)cc3n2)ccc1O,?,2.3%,?,10.5%,?,?,3.9%,-16.3%,-1.6%,0.8%,0.1%
Cn1cnnc1SCCn1c(N2CCCCC2)nc2c1c(=O)[nH]c(=O)n2C,?,-0.9%,i,-10.4%,i,?,-2.2%,0.6%,-2.1%[57.5 µM],-3.8%,0.8%
CCOC(=O)N1CCN(C(=O)c2ccc(-n3c(=S)[nH]c4ccccc4c3=O)cc2)CC1,i,/,i,-5.3%,i,i,2.1%,?,1.6%[0.369 µM],-4.6%,-2.7%
Cc1cccc(OCC(=O)Nc2ccc3c(c2)nc(CCN2CCN(C)CC2)n3C)c1,i,-1.3%,i,-4.7%,i,i,3.2%,-9.3%,-0.9%,-7.3%,-0.3%
Nn1c(COc2cccc(Br)c2)nnc1SCC(=O)N1CCc2ccccc2C1,i,/,i,5.5%,i,i,-0.5%,?,4.1%[0.369 µM],?,1.0%
COc1ccc(Cl)cc1NC(=O)c1nc2nc(C)cc(C(F)F)n2n1,/,8.8%,/,4.2%,/,/,-7.0%,1.6%,0.2%,-3.2%,1.6%
c1ccc(OCc2nn3c(C4CCCCC4)nnc3s2)cc1,i,/,i,/,i,i,0.0%[20.6 µM],/,/,/,-1.4%[25.5 µM]
N#CC1=C(N)C(C#N)(C#N)C(c2cccnc2)C2CCCC=C12 (stereo unspecified),1.36e-07M*,4.1%,4.84e-08M*,?,i,8.75e-08M*,5.2%,?,-0.4%,?,-0.6%
COC(=O)N1CCC2(CCN(Cc3ccccc3OC)CC2)CC1,i,-11.1%,i,-1.7%,i,i,-0.2%[9.22 µM],3.7%,2.3%,-3.6%,1.7%[11.4 µM]
O=C(CCNS(=O)(=O)c1cccs1)N1CCc2ccccc2C1,i,-4.0%,i,-3.6%,i,i,6.7%,-20.1%,-1.3%,-2.4%,-3.7%
CCn1c(Cc2ccc(OC)cc2)nnc1SCC(=O)Nc1nc2ccccc2s1,i,-6.7%,?,-15.1%,?,i,6.2%,-1.0%,-1.1%,-2.3%,0.2%
Cc1ccccc1Cn1nc(C)c(NC(=O)c2noc3c2CC(C(C)(C)C)CC3)c1C (stereo unspecified),i,-10.3%,?,26.6%,i,i,0.0%,-11.5%,0.7%,-6.4%,-0.3%
COc1ccc(CCNC(=O)CN2CCCc3ccccc32)cc1OC,i,-3.2%,i,-12.7%,?,i,-4.1%,?,-0.5%,-4.4%,0.5%
CC1CN(C(=O)Cc2ccc(-c3ccccc3)cc2)CC(C)O1 (stereo unspecified),i,0.4%,i,0.9%,?,i,3.2%,?,4.8%,-1.7%,-9.3%
NNC(=O)CNc1cccc(Br)c1,i,-5.3%[9.17 µM],i,-2.6%[11.5 µM],i,i,0.0%[9.22 µM],4.3%[7.6 µM],4.0%[9.22 µM],1.8%[11 µM],2.1%[11.4 µM]
Cc1ccccc1NC(=O)Cn1c(=O)n(C)c2ccccc21,i,4.3%,?,-23.8%,i,i,2.6%,3.6%,6.3%[0.369 µM],-2.5%,-0.5%
CC(C)CCNC(=O)CN(Cc1ccc2c(c1)OCO2)C(=O)CCC(=O)Nc1ccccn1,i,-0.6%,i,-8.8%,i,i,2.6%,-0.3%,/,-8.1%,3.9%
CCOC(=O)NC1(C(F)(F)F)N=C(c2ccccc2)NC1=O (stereo unspecified),i,-3.8%,i,-1.0%,i,i,2.7%,-2.4%,0.1%,-1.6%,1.5%
O=C(C1=C(O)C(=O)N(CCN2CCOCC2)C1c1ccccc1)c1cccs1 (stereo unspecified),i,15.4%,?,?,i,i,0.0%,?,-1.0%,0.5%,-0.8%
Fc1cccc(C2CC(c3cccc(Br)c3)Nc3nnnn32)c1 (stereo unspecified),i,4.9%,i,-2.6%,i,i,-0.4%,-17.1%,-1.9%,2.6%,-0.6%
COc1ccc(NCc2nnc(SCC(=O)Nc3cccc(C)c3)o2)cc1,i,-2.0%,i,8.7%,?,i,0.0%,-1.0%,-2.3%,-12.2%,-22.4%

# Next part
SMILES,A350 autofl,Ub-GFP proteasome,Fluorescein autfl,ERK AVP block,Texas Red fluor,4MU fluor,Epigenetic mod,CRE-bla Fsk,HBB splice mod,Hsp90 Hop PPI,Luciferase inh
Cc1ccc(-c2nc(=S)c3c(n2CCN2CCOCC2)CC(C)(C)OC3)cc1,i,0.0%,?,13.2%,i,i,3.2%,2.9%,9.6%,-5.4%,1.5%
O=C(NC1CCCC1)C1c2ccccc2C(=O)N1CCCN1CCOCC1 (stereo unspecified),/,20.5%,/,-19.8%,/,/,-5.0%,0.2%,-0.1%,-1.1%,4.0%
Cc1cc(=O)n2nc(-c3ccccc3)sc2n1,i,-4.2%,i,-24.5%,?,i,5.8%,11.4%,-1.4%,1.5%,-26.4%
Cc1cc(OCCN2CCCC2)ccc1C(C)C,/,-12.7%,/,15.3%,/,/,-4.5%,0.5%,-2.1%,-2.0%,-0.7%
CCOC(=O)C1CCN(C(=O)CSCCSCC(=O)N2CCC(C(=O)OCC)CC2)CC1,?,-0.8%,?,6.2%,i,i,1.1%,?,-2.1%,-0.4%,2.4%
Cc1ccc(S(=O)(=O)Nc2cccc(-c3cn4ccsc4n3)c2)cc1,i,2.8%,?,-17.4%,?,i,2.0%,?,-0.3%,-15.5%,-2.8%
Cc1c2c(nc3c(C(=O)NC4CC4)cnn13)CCCC2,?,-8.3%,?,-14.6%,?,i,0.0%,12.6µM*,0.4%,-3.2%,-2.2%
CCc1cc(=O)oc2cc(OCC(=O)N3CCc4ccccc43)ccc12,3.53e-07M*,-0.8%,?,-3.3%,i,2.72e-07M*,1.0%,1.6%,0.7%,-3.9%,-4.2%
CCCCc1cc(=O)oc2cc(OCC(=O)N(CC)CC)c(Cl)cc12,/,-3.1%,/,-1.5%,/,/,0.6%,?,0.9%,-1.8%,-1.4%
CCOc1ccc(OCC)c(NC(=O)CNS(=O)(=O)c2cccs2)c1,i,-1.2%,i,-5.0%,i,i,2.2%,4.9%,-0.9%,-1.9%,0.9%
CC(=O)N1CCC2(CCN(Cc3ccc(C#N)cc3)CC2)CC1,i,-3.8%,i,0.7%,i,i,-0.2%[9.22 µM],5.2%,2.9%,-12.0%,1.0%[11.4 µM]
Cc1nc2ccc3nc(NC(=O)C4COc5ccccc5O4)sc3c2s1 (stereo unspecified),/,-13.7%,/,/,/,/,/,?,-0.3%,-2.0%,-10.2%
CC(C)(C)c1ccc(O)c(CN(Cc2cc(C(C)(C)C)ccc2O)c2ccccc2)c1,i,2.6%[9.17 µM],?,-0.7%[11.5 µM],i,i,-1.3%[9.22 µM],?,5.9%[9.22 µM],-2.0%[11 µM],-2.6%[11.4 µM]
CCOCCCNCC(=O)NC1(C)C2CCC(C2)C1(C)C (stereo unspecified),i,-2.2%,i,6.6%,i,i,1.3%,-4.3%,/,-0.3%,-0.6%
O=C(Nc1cc(C(F)(F)F)ccc1N1CCOCC1)c1ccc2ccccc2n1,i,-11.9%,i,8.5%,i,i,1.1%,?,-3.4%,3.8%,1.0%
CCOc1ccccc1C(=O)Nc1ccc2nc(N3CCN(c4ncccn4)CC3)cc(C)c2c1,5.88e-08M*,5.4%,?,-17.2%,i,6.57e-08M*,0.1%,?,0.5%,1.0%,-0.2%
CCn1c(SCC(=O)c2ccc(Cl)cc2)nnc1C(C)C,i,6.5%,?,-8.3%,i,i,-4.4%,-4.0%,/,-1.0%,-7.8%
CCn1c(=O)c2c(n3cnnc13)-c1ccccc1CC21CCCCC1,/,6.7%,/,?,/,/,-1.8%,3.16µM*,1.9%,-1.8%,3.5%
COc1cccc(C(=O)c2sc(NC(C)C)nc2N)c1,?,/,i,/,i,?,2.2%[20.6 µM],/,/,/,-1.9%[25.5 µM]
COc1ccccc1CCn1c(=O)c(CCc2ccccc2)nc2cncnc21,i,-8.6%,i,13.6%,i,i,-0.5%[9.22 µM],?,-0.2%,-3.5%,1.7%[11.4 µM]
Nc1c(C(=O)NCc2ccco2)sc2nc3c(cc12)C(=O)CCC3,i,-2.1%,i,?,i,i,-2.7%,?,0.3%,-10.4%,0.8%

# Assay outcomes: PubChem, National Center for Advancing Translational Sciences (NCATS)
